GLP1R inv ag = acts as inverse agonist at human GLP-1 receptor | AID 624417 | actives 1.6% (n = 410,000) | P43220 | Potency, µM (series often up to 38.3 µM), for inactives: at the top dose activity change, negative = inhibition, usual class: inhibitors | HEK293 GLP-1R CRE-luciferase, luminescence, 24 h; GLP-1R form is constitutively active; further: potency means the concentration at half of the fitted maximal effect; on the % scale 0 is the no-effect control and ±100 the full control effect; nearly all actives have a fitted effect of over 55% in size
Target sequence (P43220 whole entry, looked up): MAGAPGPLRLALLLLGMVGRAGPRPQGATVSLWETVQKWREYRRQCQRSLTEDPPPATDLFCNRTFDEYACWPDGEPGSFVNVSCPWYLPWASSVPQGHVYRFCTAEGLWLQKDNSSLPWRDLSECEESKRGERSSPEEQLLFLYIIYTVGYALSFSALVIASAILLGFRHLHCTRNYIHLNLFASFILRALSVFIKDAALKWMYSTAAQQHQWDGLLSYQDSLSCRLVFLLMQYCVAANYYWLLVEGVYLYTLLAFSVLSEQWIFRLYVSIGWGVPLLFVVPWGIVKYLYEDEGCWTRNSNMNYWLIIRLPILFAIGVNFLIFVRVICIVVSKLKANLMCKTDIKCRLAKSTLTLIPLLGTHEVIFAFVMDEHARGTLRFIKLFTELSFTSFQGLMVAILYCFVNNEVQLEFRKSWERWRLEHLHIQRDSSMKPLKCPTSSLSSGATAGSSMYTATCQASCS
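HEK293 cells stably co-expressing a cAMP-responsive luciferase reporter and constitutively active GLP-1R were seeded, incubated 12 h, then exposed to compounds for 24 h at 37 C. Luminescence was read 12 min after detection reagent; inverse agonists lower signal.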
Akt phos inh = Akt phosphorylation inhibition | Neuro2A IGF-stimulated pAkt S473 HTRF, 20 min; stronger effect = lower value | activity change, % for hits at 50 µM | actives 0.32% (n = 360,000); in the data active means activity change below about -80%; inconclusive means mostly about -51% to -80%; further: on the % scale 0 is the no-effect control and ±100 the full control effect
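Single-point screen (50 µM final compound) in Neuro2A cells stimulated 20 min with 6 nM IGF at 37 deg C. After lysis, Ser473-phosphorylated Akt read by HTRF (ex 330 nm, em 615/665 nm) as the 665/615 ratio.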
Abeta rescue = restores growth of yeast expressing A-beta42 peptide; actives 0.063% (n = 410,000); Potency, µM (titrated, usually from 46.1 µM), inactives show at the highest dose growth rescue, usual class: activators; yeast expressing A-beta42, growth rescue, OD600, 48 h; response scale: 0% DMSO, 100% iron-clioquinol control; further: potency means the concentration at half of the fitted maximal effect; nearly all actives have a fitted effect of over 55% in size
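Yeast A-beta toxicity model in growth medium with pinned compounds, 48 h at 30 C; growth read as absorbance at 600 nm. Normalized to FeCl3/clioquinol equimolar mix (positive) and DMSO (negative).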
GLP1R cytotox = cytotoxic in the GLP-1 receptor inverse agonist counter-screen; HEK293 cAMP-luciferase reporter cells, luminescence, 24 h; Potency, µM (titrated, usually from 38.3 µM), without a hit: at the top dose activity change, negative = inhibition, hits mostly inhibitors; actives 0.13% (n = 410,000);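 further: loss of luciferase light is scored as toxicity; potency means the concentration at half of the fitted maximal effect; on the % scale 0 is the no-effect control and ±100 the full control effect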
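Compound-treated cells are incubated 24 hr at 37 deg C under 5% CO2 after a 12 hour attachment period, then luciferase detection reagent is added and luminescence is measured following 12 min at room temperature; lowered signal indicates toxicity.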
TDP43 rescue = TDP-43 toxicity inhibition in yeast | TDP-43 expressing yeast growth rescue, BacTiter-Glo, 24 h | Potency, µM (top dose mostly 46.1 µM), without a hit: at the highest dose growth rescue (activation), usual class: activators | actives 1.8% (n = 410,000); further: potency means the concentration at half of the fitted maximal effect; % of control where 0% means no effect; nearly all actives have a fitted effect of over 50% in size
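In this qHTS, compounds that restore growth of yeast expressing TDP-43 appear as activators. Cells (OD600=0.02, galactose medium, raffinose-pregrown) are incubated with compound 24 hr at 30 deg C and growth is quantified by BacTiter-Glo.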
FUS suppressor = suppressors of FUS proteinopathy in yeast | Potency, µM (doses to about 76.6 µM), for the others: at the highest dose growth rescue (activation), most hits filed as activators | S. cerevisiae FUS-expressing, growth rescue, OD600, 24 h | actives 0.24% (n = 390,000);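 further: potency means the concentration at half of the fitted maximal effect; plate controls were DMSO vehicle for no effect and reference control for full effect; nearly all actives have a fitted effect of over 55% in size; some results filed as inactive show a strong effect at the top dose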
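Yeast expressing FUS under galactose induction, OD 0.005 in 2% galactose medium; compounds in a dilution series, 24 h at 30C. Growth rescue by absorbance at 600 nm; CP55940 positive control, DMSO negative.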
Mm-Cpn inhibitor = blocks the Methanococcus maripaludis chaperonin Mm-Cpn; purified Mm-Cpn ATPase, ADP Transcreener TR-FRET; Potency, µM (doses to about 76.9 µM), inactives show top-dose activity, negative = inhibition, most hits filed as inhibitors; actives 0.031% (n = 330,000); AID 504842; further: potency means the concentration at half of the fitted maximal effect; on the % scale 0 is the no-effect control and ±100 the full control effect; nearly all actives have a fitted effect of over 80% in size
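Eu-cryptate anti-ADP/ADP-d2 competition gives a ratio inversely related to ADP. Enzyme at 25 nM was pre-exposed to compound for 10 min, then given 10 uM ATP for 30 min, 37°C throughout.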
PTHR1 agonist = activates the human parathyroid hormone receptor PTHR1 | Q03431 | HEK293 GP2 PTHR1 cells, GloSensor cAMP luminescence, 1 h | Potency, µM (doses to about 115 µM), for the others: at the highest dose activation, actives largely listed as activators | actives 0.075% (n = 410,000) | AID 743266; further: potency means the concentration at half of the fitted maximal effect; nearly all actives have a fitted effect of over 55% in size; some results filed as inactive show a strong effect at the top dose; inactives centre near -15; many of its hits are not listed in these tables
Target sequence (Q03431 whole entry, looked up): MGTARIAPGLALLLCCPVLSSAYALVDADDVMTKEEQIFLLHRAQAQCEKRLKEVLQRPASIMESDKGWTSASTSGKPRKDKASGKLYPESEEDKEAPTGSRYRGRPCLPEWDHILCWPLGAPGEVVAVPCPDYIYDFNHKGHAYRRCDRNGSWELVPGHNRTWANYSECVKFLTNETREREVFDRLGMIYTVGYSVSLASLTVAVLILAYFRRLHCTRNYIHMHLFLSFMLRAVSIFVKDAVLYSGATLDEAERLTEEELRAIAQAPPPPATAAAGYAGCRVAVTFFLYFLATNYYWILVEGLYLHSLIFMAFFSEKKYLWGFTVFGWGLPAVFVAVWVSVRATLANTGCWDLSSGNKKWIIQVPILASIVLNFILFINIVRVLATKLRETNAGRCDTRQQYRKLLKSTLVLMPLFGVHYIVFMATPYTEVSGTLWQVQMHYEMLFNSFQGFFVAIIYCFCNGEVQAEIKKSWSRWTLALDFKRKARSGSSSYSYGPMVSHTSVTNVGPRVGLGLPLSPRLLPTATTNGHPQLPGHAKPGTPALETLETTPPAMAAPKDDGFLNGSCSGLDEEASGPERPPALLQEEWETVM
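HEK-293-derived GP2 cells expressing PTHR1 and a GloSensor cAMP reporter, 3,000/well, plated overnight, given luciferin plus IBMX (each 0.5 mM as added) for 1 h at 37 °C, then compound for 1 h at 37 °C. Luminescence was read after 15 min at room temperature.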
aSyn yeast inh = inhibitors of alpha-synuclein toxicity in yeast. Yeast expressing alpha-synuclein, growth rescue, BacTiter-Glo, 24 h. Potency, µM (titrated, usually from 46.1 µM), for the others: at the highest dose growth rescue (activation), hits mostly activators. actives 0.14% (n = 370,000). AID 652106; further: potency means the concentration at half of the fitted maximal effect; % of control where 0% means no effect; nearly all actives have a fitted effect of over 65% in size
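Readout is rescue of growth in alpha-synuclein-expressing yeast, so inhibitors of toxicity appear as activators. Growth after 24 hr at 30 deg C in galactose medium is quantified by luminescence.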
Starred values were filed as active, the others as inactive; [ ] = another dose, or the depositor's remark. Unless noted, the call rests on the fitted dose curve; in most records, active means well fitted curve in the direction sought with a large enough effect; inconclusive means small, poorly fitted or top-dose-only effect, or another doubt; inactive means no such curve, though single readings can be large; an effect the other way counts as inactive or inconclusive. The list is partial, so the mix of outcomes need not match the whole.

For CN(CCc1ccccc1)C(=O)c1ccc(NC(=O)Cc2ccc(NC(=O)C3CCCN(C(=O)C4CCCCC4)C3)cc2)cc1 (configuration not stated) the results were GLP1R inv ag -20%, Akt phos inh inactive, Abeta rescue 1%, GLP1R cytotox 0%, TDP43 rescue 13%, FUS suppressor inconclusive, PTHR1 agonist -77%[inhibitor] and aSyn yeast inh -6%.
`COc1ccc(OC)c(/C=C/C(=O)NCCc2nc3ccccc3[nH]2)c1` gave GLP1R inv ag 39%[activator], Akt phos inh inactive, Abeta rescue 9%, GLP1R cytotox 29%, TDP43 rescue -13%[1.82 µM], FUS suppressor 28%, Mm-Cpn inhibitor -1%, PTHR1 agonist inactive and aSyn yeast inh -5%.
CC(C)CC(=O)Nc1ccnn1C1CCN(C(=O)c2ccccc2F)CC1 was read as GLP1R inv ag 7%, Akt phos inh inactive, Abeta rescue 0%, GLP1R cytotox -13%, TDP43 rescue 13%, PTHR1 agonist -54% and aSyn yeast inh 1%.
`Cc1ccccc1N1C(S)=C(C#N)C(=O)NC1c1cccs1` (configuration not stated) gave GLP1R inv ag -47%, Akt phos inh inactive, Abeta rescue 15%, GLP1R cytotox -7%, TDP43 rescue 21%, FUS suppressor 17%, Mm-Cpn inhibitor -3%, PTHR1 agonist -39%[inhibitor] and aSyn yeast inh 4%.
Screening CCCC(=O)Nc1ccc(C(=O)Nc2nnc(COCC)s2)cc1 returned GLP1R inv ag 5%, Akt phos inh inactive, Abeta rescue -21%, GLP1R cytotox 6%, TDP43 rescue -13%, FUS suppressor 21%, Mm-Cpn inhibitor 0%, PTHR1 agonist inactive and aSyn yeast inh -5%.
`Cc1cccc(C(=O)NCC(=O)N2CCCC2)c1` gave GLP1R inv ag 17%, Akt phos inh inactive, Abeta rescue 4%, GLP1R cytotox -5%, TDP43 rescue -7%, FUS suppressor -30%, Mm-Cpn inhibitor 0%, PTHR1 agonist -23% and aSyn yeast inh -3%.
`O=C(COC(=O)c1nsc(Cl)c1Cl)NC1CCCC1` gave GLP1R inv ag -3%, Akt phos inh inactive, Abeta rescue 0%, GLP1R cytotox -23%, TDP43 rescue -17%, FUS suppressor 10%, Mm-Cpn inhibitor -1%, PTHR1 agonist inactive and aSyn yeast inh 3%.
O=C(CSc1nnc2scc(-c3ccccc3)n12)N1CCCc2ccccc21 was read as GLP1R inv ag -19%, Akt phos inh inactive, Abeta rescue 0%, GLP1R cytotox -21%, TDP43 rescue -24%, FUS suppressor 22%, Mm-Cpn inhibitor 1%, PTHR1 agonist inactive and aSyn yeast inh 3%.
For Nc1nnc(SCc2cn3cc(Cl)ccc3n2)s1 the results were GLP1R inv ag 10%, Akt phos inh inactive, Abeta rescue -3%, GLP1R cytotox 3%, TDP43 rescue 1%[0.397 µM], FUS suppressor 0%, Mm-Cpn inhibitor -1%, PTHR1 agonist inactive and aSyn yeast inh 0%.
COc1ccccc1NS(=O)(=O)c1cc(N2Cc3ccccc3C2=N)ccc1N1CCOCC1 was read as GLP1R inv ag -25%, Akt phos inh inactive, Abeta rescue -1%, GLP1R cytotox inconclusive, TDP43 rescue -6%, FUS suppressor 24%, Mm-Cpn inhibitor -2%, PTHR1 agonist -15% and aSyn yeast inh -9%.
For CC(C)c1ccc(NC(=O)Cn2nnc(C(=O)NCc3cccs3)c2N)cc1 the results were GLP1R inv ag 5%, Abeta rescue -1%, GLP1R cytotox 14%, TDP43 rescue 6%, FUS suppressor -3% and PTHR1 agonist -10%.
For COC(=O)c1sccc1NC(=S)Nc1cccc(F)c1 the results were GLP1R inv ag -7%, Akt phos inh inactive, Abeta rescue 6%, GLP1R cytotox 9%, TDP43 rescue 7%, FUS suppressor -29%, Mm-Cpn inhibitor 3%, PTHR1 agonist -4% and aSyn yeast inh 0%.
For O=C(Nc1ccc(S(=O)(=O)Nc2ncccn2)cc1)C1CC(=O)N(c2ccc(Cl)cc2)C1 (configuration not stated) the results were GLP1R inv ag 10%, Akt phos inh inactive, Abeta rescue -6%, GLP1R cytotox -1%, TDP43 rescue 2%, FUS suppressor -2%, Mm-Cpn inhibitor 0%, PTHR1 agonist inactive and aSyn yeast inh -4%.
For COC(=O)CC1C(=O)NC2CCCCC2N1C(=O)c1ccccc1 (configuration not stated) the results were GLP1R inv ag 2%, Akt phos inh inactive, Abeta rescue 0%, GLP1R cytotox -15%, TDP43 rescue -1%, FUS suppressor 17%, PTHR1 agonist inactive and aSyn yeast inh -3%.
`C#CC[N+](C)(C)CCCCCCCC` gave GLP1R inv ag inconclusive, Akt phos inh inactive, Abeta rescue -18%, GLP1R cytotox -5%, TDP43 rescue 12%, FUS suppressor -9%, Mm-Cpn inhibitor 1%, PTHR1 agonist -5% and aSyn yeast inh -12%.
`COC(=O)C1C(=O)c2c([nH]c(C(=O)OC3CCCCC3)c2C)CC1C` (configuration not stated) gave GLP1R inv ag inconclusive, Akt phos inh inactive, Abeta rescue -8%, GLP1R cytotox 3%, TDP43 rescue inconclusive, FUS suppressor 3%, Mm-Cpn inhibitor 0%, PTHR1 agonist -25% and aSyn yeast inh 2%.
CCOc1ccccc1NC(=O)Cn1c(=O)n(-c2ccccc2)c(=O)c2c1c1cc(C)ccc1n2C was read as GLP1R inv ag 8%, Abeta rescue -7%, GLP1R cytotox 2%, TDP43 rescue 12%, FUS suppressor 13% and PTHR1 agonist 5%.
Cc1ccc(NCc2nc3ccccc3n2C)c(C)c1 was read as GLP1R inv ag inconclusive, Akt phos inh inactive, Abeta rescue -3%, GLP1R cytotox -9%, TDP43 rescue -4%, FUS suppressor 20%, Mm-Cpn inhibitor -1%, PTHR1 agonist -28% and aSyn yeast inh -8%.
Screening Cc1nn(CC2CC2)c(=O)n1-c1ccc(Cl)cc1 returned GLP1R inv ag 14%, Akt phos inh inactive, Abeta rescue 0%, GLP1R cytotox 16%, TDP43 rescue 2%, FUS suppressor -12%, Mm-Cpn inhibitor -3%, PTHR1 agonist inactive and aSyn yeast inh 0%.
`C/C(=N\NC(=S)NCc1ccccc1)c1ccc2ccccc2c1OC(F)F` gave GLP1R inv ag inconclusive, Akt phos inh inactive, Abeta rescue inconclusive, GLP1R cytotox -6%, TDP43 rescue inconclusive, FUS suppressor 4%, Mm-Cpn inhibitor 2%, PTHR1 agonist -5% and aSyn yeast inh -1%.
`CCOC(=O)N1CCC(NC(=O)c2ccc3c(c2)N(Cc2ccccc2)C(=O)c2ccccc2S3=O)CC1` (configuration not stated) gave GLP1R inv ag 5%, Abeta rescue -6%, GLP1R cytotox 1%, TDP43 rescue -2%, FUS suppressor 5% and PTHR1 agonist -18%.
`COc1ccccc1/C=C/C(=O)OC(C)CN1CCOCC1` (configuration not stated) gave GLP1R inv ag -9%, Akt phos inh inactive, Abeta rescue -14%, GLP1R cytotox 1%, TDP43 rescue 4%, FUS suppressor 3%, Mm-Cpn inhibitor -1%, PTHR1 agonist -2%[57.5 µM] and aSyn yeast inh 5%.
O=C(/C=C/c1ccco1)NC(=S)Nc1cc(-c2nc3ccccc3s2)ccc1Cl was read as GLP1R inv ag -15%, Akt phos inh inactive, Abeta rescue -3%, GLP1R cytotox -14%, TDP43 rescue -22%, FUS suppressor 50%, Mm-Cpn inhibitor -12%, PTHR1 agonist inactive and aSyn yeast inh -2%.
For O=c1ccc2cc(S(=O)(=O)NCc3ccc(Br)cc3)ccc2[nH]1 the results were GLP1R inv ag 7%, Abeta rescue -11%, GLP1R cytotox 13%, TDP43 rescue 11%, FUS suppressor -5%, PTHR1 agonist -33%[inhibitor] and aSyn yeast inh 0%.
`Cn1cc([N+](=O)[O-])c(C(=O)NCc2cc3ccccc3[nH]2)n1` gave GLP1R inv ag 11%, Akt phos inh inactive, Abeta rescue 7%, GLP1R cytotox -5%, TDP43 rescue 17%, Mm-Cpn inhibitor -2%, PTHR1 agonist -13% and aSyn yeast inh -3%.
Screening Cc1ccc(SC[C@H](C)CN2CC[C@H](NC(=O)OCc3ccccc3)CCC2=O)cc1 returned GLP1R inv ag 9%, Akt phos inh inactive, Abeta rescue -11%, GLP1R cytotox 2%, TDP43 rescue 0%, FUS suppressor 6%, Mm-Cpn inhibitor -1%, PTHR1 agonist -34% and aSyn yeast inh -3%.
CC(=O)Nc1ccccc1Sc1ccccc1 was read as GLP1R inv ag 0%, Akt phos inh inactive, Abeta rescue 5%, GLP1R cytotox 8%, TDP43 rescue -11%, FUS suppressor 2%, Mm-Cpn inhibitor 1%, PTHR1 agonist inactive and aSyn yeast inh 1%.
`CC[C@]12CCCN3CCc4c(n(c5ccccc45)C(=O)C1)[C@@H]32` gave GLP1R inv ag inconclusive, Akt phos inh inactive, Abeta rescue -5%, GLP1R cytotox -9%, TDP43 rescue 40%, FUS suppressor -11%, Mm-Cpn inhibitor -3%, PTHR1 agonist -3% and aSyn yeast inh 1%.
Screening O=C(OCc1ccc(Br)cc1)c1cc([N+](=O)[O-])ccc1N1CCOCC1 returned GLP1R inv ag inconclusive, Akt phos inh inactive, Abeta rescue 4%, GLP1R cytotox -37%, TDP43 rescue inconclusive, FUS suppressor inconclusive, PTHR1 agonist -22% and aSyn yeast inh 24%.

Assay outcomes as filed in PubChem BioAssay.
